Screening results: PubChem, Johns Hopkins Ion Channel Center
ANO1 block: TMEM16A chloride channel inhibitors, primary screen, cell-based, HTS; 1.2% of 310,000 active; Anoctamin-1 (Mus musculus), Q8BHY3; normalized B-score (activity score, 25-100; higher = stronger inhibition) at 10 µM; HEK293 TMEM16A/YFP iodide influx fluorescence, ionomycin; AID 588511, 2011;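 active = ratio plate-corrected score three or more library SD toward inhibition, starting fluorescence score within five deviations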;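 note: score derived from kinetic fluorescence span divided by baseline fluorescence per well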
TRPC4 block: inhibitors of mouse TRPC4 channel, primary screen, Fluo4 calcium, HEK293 TRPC4beta/mu-opioid cells; DAMGO-evoked Fluo4 calcium flux; hits give low values; B-score at 10 µM; 0.39% of 300,000 active; Short transient receptor potential channel 4 (Mus musculus), Q9QUQ5;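 active = B-score over 3 SD under the library average, no early fluorescence shift, positive overall ratio signal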
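material = TRPC4beta/mu-opioid receptor HEK293 cell line | probe or stimulus = sequential submaximal and maximal DAMGO stimulation | compound dosing = one concentration per compound | measured by = Fluo4 Ca2+ flux fluorescence | evaluation = integrated fluorescence ratio relative to baseline, converted to per-well B score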
TRPC4 PAM: positive allosteric modulators of TRPC4, primary screen, cell-based, mouse TRPC4beta, HEK293 mu-opioid, Fluo-4 calcium; Short transient receptor potential channel 4 (Mus musculus), Q9QUQ5; DAMGO EC20, Fluo-4 Ca2+ flux; hits give high values; B-score at 10 µM; 0.42% of 310,000 active;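 active = B-score of calcium response area above 5 SD of library B-scores, with initial fluorescence ratio within 5 SD of library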;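 note: B-score of integrated fluorescence ratio over time as area under calcium response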
RGS4 block: RGS4 inhibitors, primary screen, cell-based, HEK293 M3R inducible RGS4, calcium flux; B-score at 10 µM; 0.45% of 310,000 active; Fluo-4 calcium flux; hits give high values; triggered by carbachol at its EC20;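 active = B-score, a plate-corrected calcium signal, over three deviations above library mean, with baseline fluorescence within five deviations of library mean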;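 note: RGS4 expression induced by doxycycline in cells with stable M3 receptor; B-score is computed from the integrated fluorescence ratio over baseline after carbachol; higher B-score means a larger calcium signal and so more RGS4 inhibition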
Target sequence (P49798 whole entry, looked up): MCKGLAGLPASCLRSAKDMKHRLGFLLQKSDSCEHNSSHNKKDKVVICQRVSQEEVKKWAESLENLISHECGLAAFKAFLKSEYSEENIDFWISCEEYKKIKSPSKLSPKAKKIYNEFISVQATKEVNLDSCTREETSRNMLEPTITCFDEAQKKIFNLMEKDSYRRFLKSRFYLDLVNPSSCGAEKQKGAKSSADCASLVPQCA
MrgX1 allo act: positive allosteric modulators of MrgX1, primary screen, HEK293 cells, Fluo-4 calcium flux; Mas-related G-protein coupled receptor member X1 (Homo sapiens), Q96LB2; FDSS; hits give high values; 0.63% of 310,000 active; B-score at 10 µM;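 active = plate-corrected calcium response at least 3 library SD above typical, normal starting fluorescence, not activating the receptor alone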;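 note: compound read alongside a low EC10 to EC30 dose of BAM8-22 agonist; peak minus trough fluorescence over baseline measured at the second addition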
Target sequence (Q96LB2 whole entry, looked up): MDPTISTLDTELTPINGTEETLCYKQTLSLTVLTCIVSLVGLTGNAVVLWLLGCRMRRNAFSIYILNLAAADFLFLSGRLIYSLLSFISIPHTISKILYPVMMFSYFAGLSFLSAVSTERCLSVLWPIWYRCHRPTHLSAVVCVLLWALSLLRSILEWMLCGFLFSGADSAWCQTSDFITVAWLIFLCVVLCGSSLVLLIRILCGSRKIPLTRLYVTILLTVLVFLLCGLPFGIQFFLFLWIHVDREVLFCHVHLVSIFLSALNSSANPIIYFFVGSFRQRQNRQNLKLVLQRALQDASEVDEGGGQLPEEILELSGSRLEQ
TRPC6 act: mouse TRPC6 channel activators, primary screen, cell-based, HEK293, membrane potential dye. HEK293-TRPC6 membrane potential dye fluorescence; hits give high values. 0.13% of 310,000 active. B-score at 10 µM. AID 2550, 2010. Short transient receptor potential channel 6 (Mus musculus), Q61143;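 active = B-score of the integrated fluorescence ratio above library mean plus 3 SD, and starting fluorescence ratio within library mean plus 5 SD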;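 note: higher score means more depolarization so channel activation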
TRPC4 agonist: activators of mouse TRPC4 channel, primary screen, Fluo4 calcium, HEK293 TRPC4beta/mu-opioid cells. Short transient receptor potential channel 4 (Mus musculus), Q9QUQ5. Fluo4 calcium fluorescence; hits give high values. B-score at 10 µM. 0.49% of 310,000 active;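 active = B-score above 5 SD of library B-scores, and initial fluorescence ratio not above library mean plus 5 SD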;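 note: positive B-score marks a calcium rise read as TRPC4 activation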
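Assay system: HEK293 cells stably co-expressing mouse TRPC4beta and mu-opioid receptor / Timing: Fluo4 dye loading 45 min at room temperature, 110 s recording / Signal: Fluo4 calcium-sensitive dye fluorescence, kinetic, 1 Hz baseline / Read-out: integrated baseline-normalised fluorescence ratio, converted to per-well B score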
MrgX1 antag: antagonists of human MrgX1 receptor, primary screen, HEK293 cells, Fluo-4 calcium flux. Mas-related G-protein coupled receptor member X1 (Homo sapiens), Q96LB2. BAM8-22 antagonism; hits give low values. B-score at 10 µM. 1.3% of 310,000 active;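 active = calcium-response B-score plate-corrected more than 3 library SD below zero, starting fluorescence within 5 deviations, no agonist response on first addition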;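 note: peak minus trough fluorescence over baseline after final BAM8-22 challenge near maximal dose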
MrgX1 agonist: agonists of human MrgX1 receptor, primary screen, HEK293 cells, Fluo-4 calcium flux. Mas-related G-protein coupled receptor member X1 (Homo sapiens), Q96LB2. Fluo-4 calcium fluorescence, agonist mode; hits give high values. 0.44% of 310,000 active. B-score at 10 µM;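 active = calcium response B-score plate-corrected fluorescence ratio at least 3 library SD, with starting fluorescence B-score inside 5 SD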
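Material: MrgX1-expressing HEK293 cells; input: 15,000 cells per well; doses: test compound given as first of three sequential additions; schedule: overnight plating before 1 h dye loading; technique: Fluo-4 NW calcium-flux fluorescence, kinetic read; evaluation: baseline-normalised fluorescence change ratio, B-scored; control set: plate-wise positive and negative controls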
TRPC6 inh: mouse TRPC6 channel inhibitors, primary screen, cell-based, HEK293, membrane potential dye. Short transient receptor potential channel 6 (Mus musculus), Q61143. ACh-evoked depolarization; hits give low values. B-score at 10 µM. 1.1% of 310,000 active. AID 2553, 2010;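 active = B-score under library mean minus 3 SD, initial fluorescence not abnormally high, positive integrated signal ratio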;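 note: B-score derived from integrated fluorescence ratio over the kinetic read; more negative B-score means stronger inhibition of depolarization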
ANO1 activ: TMEM16A chloride channel activators or potentiators, primary screen, cell-based, HTS; HEK293 TMEM16A/YFP-H148Q/I152L, iodide quench fluorescence; hits give low values; B-score at 10 µM; 0.3% of 340,000 active; AID 623877, 2012;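 active = fluorescence-ratio B-score plate-corrected deviation score at least 3 library SD below zero, with starting fluorescence score within 5 deviations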;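 note: channel opened by trigger with iodide after compound preincubation; score built on the fluorescence ratio of max minus min over baseline; more negative score means more quench and so TMEM16A activation or potentiation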
Numbers without * were called inactive; i = inactive; . = no result given.

Second line of a record – TRPC4 PAM, MrgX1 allo act, ANO1 block, TRPC6 inh, RGS4 block, TRPC6 act, TRPC4 agonist, MrgX1 agonist, MrgX1 antag, ANO1 activ, TRPC4 block
- CN(C)C(=S)Nc1ccc(N2CCOCC2)cc1
    i, i, i, i, i, i, i, i, i, i, i
- Cc1ccc(SCc2c(C(=O)N/N=C/c3ccncc3)nnn2-c2nonc2N)cc1
    i, i, i, i, i, i, i, i, i, i, i
- CC(C)(C)c1ccc(OCc2ccc(C(=O)N3CCOCC3)o2)cc1
    i, i, i, i, i, i, i, i, i, i, i
- Cc1ccnc(NC(=O)c2cnc(Cl)c(Cl)c2)c1
    i, i, i, i, i, i, i, i, i, i, i
- CC(=O)Oc1c(Cl)cc(Cl)cc1/C=C/c1ccc2ccccc2n1
    i, i, i, i, i, i, i, i, -8.3*, i, i
- O=C1S/C(=C/c2ccccc2F)C(=O)N1CCN=C1NS(=O)(=O)c2ccccc21
    i, i, i, i, i, i, i, i, i, i, i
- CCCOC(=O)c1c(N)sc(C(=O)OCC)c1C
    i, i, i, i, i, i, i, i, i, i, i
- COc1ccc(N(CC(=O)Nc2ccc(S(=O)(=O)N3CCCC3)cc2)S(C)(=O)=O)cc1OC
    i, i, i, i, i, i, i, i, i, i, i
- O=C(NCCN1CCN(c2ccccc2)CC1)C1(S(=O)(=O)c2ccc(Cl)cc2)CC1
    ., i, i, ., ., ., ., i, i, i, .
- COc1cccc(OC)c1C(=O)Nc1ccnn1C
    i, i, i, i, i, i, i, i, i, i, i
- CC(=O)c1c(C)n(-c2ccccc2)c2ccc(OCC(N)=O)cc12
    i, i, i, i, i, i, i, i, i, i, i
- Cn1cccc1C(=O)N/N=C/c1c(Cl)cccc1Cl
    i, i, i, i, i, i, i, i, i, i, i
- O=C(CSCC(=O)OCC(=O)c1ccc(Br)cc1)Nc1ccc(Br)cc1
    i, i, i, i, i, i, i, i, i, i, i
- CC(NS(=O)(=O)c1ccc(Br)cc1)C(N)=O (stereo not given)
    i, i, i, i, i, i, i, i, i, i, i
- O=[N+]([O-])c1c(NCCO)cc(N2CCCCC2)c2nonc12
    i, i, i, i, i, i, i, i, i, i, i

Next section:
Second line of a record – TRPC4 PAM, MrgX1 allo act, ANO1 block, TRPC6 inh, RGS4 block, TRPC6 act, TRPC4 agonist, MrgX1 agonist, MrgX1 antag, ANO1 activ, TRPC4 block
- COc1ccc(OC)c(-c2cc(C(=O)N3CCOCC3)no2)c1
    i, i, i, i, i, i, i, i, i, i, i
- Cc1ccccc1NC(=O)c1cccc(S(=O)(=O)Nc2cccc(C(=O)O)c2)c1
    i, i, i, i, i, i, i, i, i, i, i
- CC(=O)c1sc(NC(=O)CN2C(=O)CCC2=O)nc1C
    i, i, i, i, i, i, i, i, i, i, i
- CCC(C)(C)n1nnnc1C(c1ccc(O)c(OC)c1)N1CCc2ccccc2C1 (stereo not given)
    i, i, i, i, i, i, i, i, i, i, i
- Cc1cc(C)c(S(=O)(=O)N2CCCCC2CCNC(=O)C(=O)NCCN2CCOCC2)c(C)c1 (stereo not given)
    i, i, i, i, i, i, i, i, i, i, i
- Cc1c(-c2ccc(F)cc2)[n+](=O)c(-c2ccc(F)cc2)c(C)n1[O-]
    i, i, i, i, i, i, i, i, i, i, i
- COc1ccc(C2C(C(=O)N3CCN(c4ccccc4F)CC3)c3ccccc3C(=O)N2C)cc1 (stereo not given)
    i, i, i, i, i, i, i, i, i, i, i
- O=C(Nc1cccc(Cl)c1)N(Cc1nc2ccccc2c(=O)[nH]1)C1CCCC1
    i, i, i, i, i, i, i, i, i, i, i
- COc1cc(C(=O)OCC(=O)N(CC(C)C)C2CCS(=O)(=O)C2)ccc1OCC(C)C (stereo not given)
    i, i, i, i, i, i, i, i, i, i, i
- CC(C)C(=O)Nc1ccc(S(=O)(=O)Nc2ccccn2)cc1
    i, i, i, i, i, i, i, i, i, i, i
- COc1ccc(NC(=O)CNS(=O)(=O)c2ccc3nc(C)sc3c2)c(OC)c1
    i, i, i, i, i, i, i, i, i, i, i
- COc1ccc(/C=N/NC(=O)c2ccncc2)cc1CN1CCCc2ccccc21
    i, i, i, i, i, i, i, i, i, i, i
- CCc1ccc(OC)c(-c2csc(N)n2)c1
    i, i, i, i, i, i, i, i, i, i, i
- CCOc1cc(C2NC(=O)NC(O)(C(F)(F)F)C2C(=O)c2ccc(Cl)cc2)ccc1O (stereo not given)
    i, i, i, i, i, i, i, i, i, i, i
- CCOC(=O)N1CCN(C(=O)c2ccc(N3CC4CC(C3)c3cccc(=O)n3C4)c(NC(=O)c3ccc(F)cc3)c2)CC1 (stereo not given)
    i, i, i, i, i, i, i, i, i, i, i

Further structures
Second line of a record – TRPC4 PAM, MrgX1 allo act, ANO1 block, TRPC6 inh, RGS4 block, TRPC6 act, TRPC4 agonist, MrgX1 agonist, MrgX1 antag, ANO1 activ, TRPC4 block
- COc1cc(S(=O)(=O)Nc2ccc(C)cc2)ccc1NC(=O)c1ccncc1
    i, i, i, i, i, i, i, i, i, i, i
- NNC(=O)c1cnn(-c2ccccc2)c1-n1cccc1
    i, i, i, i, i, i, i, i, i, i, i
- O=C(NCC1CCCO1)c1ccc(CS(=O)(=O)Cc2ccc(F)cc2)o1 (stereo not given)
    i, i, i, i, i, i, i, i, i, i, i
- CCOC(=O)C1CNc2cc(S(=O)(=O)CC)ccc2O1 (stereo not given)
    i, i, i, i, i, i, i, i, i, i, i
- CCCN=Cc1sc2ccc(OCC)cc2c1O
    i, i, i, i, i, i, i, i, i, i, i
- O=C(CNC(=O)Cc1cccc2ccccc12)NCc1ccccc1F
    i, i, i, i, i, i, i, i, i, i, i
- COc1ccc(CN2CCN(C(=O)c3ccco3)CC2)c(OC)c1OC
    i, i, i, i, i, i, i, i, i, i, i
- O=C(CC(=O)N/N=C\c1ccccc1)NCCc1ccccc1
    i, i, i, i, i, i, i, i, i, i, i
- CC(C)NC1=C(Cl)C(=O)c2ccccc2C1=O
    i, i, i, i, i, i, i, i, i, i, i
- CC1CCCCN1C(=O)NC1CC(=O)N(c2ccc3c(c2)OCCO3)C1 (stereo not given)
    i, i, i, i, i, i, i, i, i, i, i
- Cc1cc(C)n(-c2ccnc3cc(Cl)ccc23)n1
    i, i, i, i, i, i, i, i, i, i, i
- Cc1cccc2c1CC(C)(C)N/C2=C\C(N)=O
    i, i, i, i, i, i, i, i, i, i, i
- CCCCC(=O)Nc1ccc(NC(=O)CC)cc1OC
    i, i, i, i, i, i, i, i, i, i, i
- O=C(O)C1CC=CCC1C(=O)Nc1ccccc1C(=O)N1CCN(c2ccc(Cl)cc2)CC1 (stereo not given)
    i, i, i, i, i, i, i, i, i, i, i
- O=C(/C=C/c1ccco1)N(Cc1ccccc1)C1CCS(=O)(=O)C1 (stereo not given)
    i, i, i, i, i, i, i, i, i, i, i

(continued)
Second line of a record – TRPC4 PAM, MrgX1 allo act, ANO1 block, TRPC6 inh, RGS4 block, TRPC6 act, TRPC4 agonist, MrgX1 agonist, MrgX1 antag, ANO1 activ, TRPC4 block
- C(/CCc1ccccc1)=N\Nc1nc2ccccc2[nH]1
    i, i, i, i, i, i, i, i, i, i, i
- Cc1ccc(NC(=O)C(C)N2C(=O)c3ccccc3C2=O)cc1C (stereo not given)
    i, i, i, i, i, i, i, i, i, i, i
- O=c1cc(-c2ccccc2)[nH]n1-c1nc2ccccc2[nH]1
    i, i, i, i, i, i, i, i, i, i, i
- O=C1C(Cl)=C(Nc2ccc(F)cc2)C(=O)N1CCc1ccccc1
    i, i, i, i, i, i, i, i, i, i, i
- CC(=O)c1ccc(S(=O)(=O)N2CCCCC2C(=O)O)cc1 (stereo not given)
    i, i, i, i, i, i, i, i, i, i, i
- COc1ccc(OC)c(CC(NC(C)=O)C(=O)NC2CCN(C(=O)c3cccc(C)c3)CC2)c1 (stereo not given)
    i, ., ., i, i, i, i, ., ., i, i
- CCOC(=O)C1(CC2CCCCO2)CCN(C(=O)Nc2cccc(SC)c2)CC1 (stereo not given)
    i, i, i, i, i, i, i, i, i, i, i
- CNc1nc(Nc2ccc(Br)cc2)nc(N)c1[N+](=O)[O-]
    i, i, i, i, i, i, i, i, i, i, i
- c1ccc(CSc2ncnc3c2cnn3-c2ccccc2)cc1
    i, i, i, i, i, i, i, i, i, i, i
- CC[n+]1ccccc1/C=C/c1ccc(N(C)C)cc1
    i, ., ., i, i, i, i, ., ., i, i
- Cc1ccc(CSCCNC(=O)/C=C/c2ccc(Cl)cc2)cc1
    i, i, i, i, i, i, i, i, i, i, i
- O=C(CSc1nnc(-c2ccccc2Br)o1)N1CCOCC1
    i, i, i, i, i, i, i, i, i, i, i
- O=C(CSc1cn(CCNC(=O)c2ccc3ccccc3c2)c2ccccc12)NCc1ccco1
    i, i, i, i, i, i, i, i, i, i, i
- COc1ccccc1NC(=O)N1CCCC(CNC(=O)c2ccccc2Cl)C1 (stereo not given)
    i, i, i, i, i, i, i, i, i, i, i
- CC(C)CN(C(=O)C1CC1)C1CCS(=O)(=O)C1 (stereo not given)
    i, i, i, i, i, i, i, i, i, i, i
- CCCS(=O)(=O)NCCc1cc2ccc(C)cc2[nH]c1=O
    i, i, i, i, i, i, i, i, i, i, i
- N#Cc1ccccc1OCC(=O)Nc1ccccc1C(=O)NC1CC1
    i, i, i, i, i, i, i, i, i, i, i
